# Source: PubChem (Broad Institute)
# PGC1a acetyl inh = lowers PGC1a acetylation signal in U2OS cells; AlphaScreen anti-acetyl-lysine; with virally co-expressed GCN5 acetyltransferase; inhibition, % at 15.6 µM; 0.17% of 350,000 active; AID 651687;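 active = every replicate shows inhibition of at least 40%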;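 note: 0% = neutral control wells and 100% = positive control wells; some results beyond the cut were filed as inactive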
# PglD DTNB = inhibitors of Campylobacter jejuni PglD acetyltransferase; purified PglD enzyme, DTNB colorimetric CoA detection; inhibition, % at 12.5 µM; 0.098% of 360,000 active; AID 602405; in the data active = inhibition above about 16%, passing the limit was not always enough; note: strong numbers were not always called active
# miR-122 sensor = miR-122 inhibition in Huh7 cells | AID 602342 | Huh7 miR-122 Renilla luciferase sensor, 48 h; neutral wells = 0, positive control = 100 | 0.3% of 340,000 active | activation (reporter increase), % at 12.5 µM;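 active = mean replicate activation score at least 90 and every replicate individually at or above 90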;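 note: higher luciferase means less miR-122 activity so hits act as miR-122 inhibitors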
# Statin myotox sup = protects C2C12 myotubes from simvastatin toxicity; AID 602340; 0.78% of 330,000 active; ATP luminescence, 48 h; scaled: DMSO 0, geranylgeraniol control 100; rescue of ATP level, % at 7.49 µM;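 active = mean ATP rescue above about 67%, or every replicate alone reaching that limit, limit read from the data, passing the limit was not always enough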;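 note: myotubes were challenged with 10 µM simvastatin during compound exposure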
# FN deposit inh = fibronectin deposition inhibition | AH1F fibroblasts, Alexa488-fibronectin deposition fluorescence, overnight | 0.086% of 350,000 active | inhibition, % at 12.6 µM;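 active = mean inhibition across replicates of 30% or more, regardless of how many single replicates reach that level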;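 note: positive control wells lacked labelled fibronectin entirely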
#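 test system = AH1F fibroblasts assembling fluorescent fibronectin matrix | quantity = 10000 AH1F cells per well | buffer or medium = DMEM plus 2% serum, read in PBS | doses = single dose, pinned | incubation = 1 h cell attachment, overnight exposure to compound and label | detection = fluorescence at 485 nm excitation, 525 nm emission | read-out basis = inhibition from reduced deposited-fibronectin fluorescence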
# CFTR F508del cor = CFTR F508del correction in bronchial cells. CFBE cells, YFP halide quenching; stimulated with forskolin plus potentiator P3; % fluorescence drop versus neutral controls. activity (quench increase), % at 7.58 µM. 0.36% of 350,000 active. AID 720511;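 active = mean added fluorescence quench of at least 8% versus neutral control, with both replicates also reaching 8%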;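 note: cells transiently co-express mutant CFTR-F508del with the halide-sensitive YFP; corrector assay measuring rescue of mutant channel to the surface after 24 h compound exposure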
# Cneo AK release = Cryptococcus neoformans lysis via adenylate kinase release; C. neoformans lysis, adenylate kinase release luminescence, 4 h; normalised: neutral wells 0, clomiphene wells 100; lysis activity, % at 15 µM; 0.2% of 360,000 active;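 active = mean lysis activity across replicates of at least 80%, whatever share of replicates individually reach that level; inactive = mean lysis activity below 80%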
#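 Signal: Adenylate kinase release luminescence | Assay system: Log-phase Cryptococcus neoformans yeast cells | Input: Cells at 5 × 10^6 per mL | Buffer or medium: Fresh YPD growth medium | Compound: Single dose | Schedule: Static 4 h at 37 °C with compound, 1 h detection | Controls: Clomiphene | Read-out: Luminescence rise reflecting yeast cell lysis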
# INS-1E GSIS act = primary screen for activators of insulin secretion dependent on glucose, INS-1E cells, GLuc reporter luminescence; INS-1E GLuc reporter insulin secretion, 2-3 h; activation, % at 16.6 µM; 0.61% of 370,000 active;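 active = lowest replicate activation of at least 40%, so every replicate reaches that level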;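 note: 0% = median of neutral control wells and 100% = median of IBMX positive control wells; some compounds called inactive have numbers as strong as hits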
# * hit, by the source's call; nt = not tested or not shown; [ ] = dose if it differs, or a comment.
SMILES,PGC1a acetyl inh,PglD DTNB,miR-122 sensor,Statin myotox sup,FN deposit inh,CFTR F508del cor,Cneo AK release,INS-1E GSIS act
COc1ccc(S(=O)(=O)N2C[C@@H](O)COC[C@@H]3O[C@@H](CC(=O)N[C@H]4CCN(Cc5ccccc5)C4)CC[C@H]32)cc1,-9,-2,-6[16.7 µM],-9,-11,1.3,-1,-4
CCn1c(=O)n(-c2ccc(Cl)cc2)c(=O)c2c3c(sc21)COC(C)(C)C3,-3,-1,-8,9,-1,nt,1,nt
O=C(C1CCCO1)N1CCN(C(=S)Nc2ccc(F)c(Cl)c2)CC1 (stereo not drawn),-9,8,-1,0,nt,0.8,0,12
CC(C)CC(NC(=O)OC(C)(C)C)C(=O)O (stereo not drawn),-7,nt,nt,nt,-4,-1.5,nt,15
Nc1c(CNCc2nnn(Cc3ccccc3)c2N)nnn1Cc1ccccc1,nt,3,nt,nt,0,0.5,2,6
Cc1ccccc1S(=O)(=O)N1CC[C@@H]2[C@H](CO)Nc3ccc(-c4ccc(F)cc4)cc3[C@@H]21,-12,1,1[16.7 µM],1,2,0.8,-3,2
CCOc1ccccc1NC(=O)NNC(=O)CCc1ccc(OC)cc1,nt,-3,1,-2,nt,0.5,0,14
N#Cc1c(NC(=O)c2ccc(Br)o2)n(-c2ccccc2)c2nc3ccccc3nc12,-4,-8,20,-17,5,-0.5,0,-5
Cc1ccc2nc3c(cc2c1)c(NC(=O)c1cccnc1)nn3C,-14,1,4,-11,nt,nt,-1,nt
COc1ccc2nc(C)cc(SCC(=O)Nc3c(C)cc(C)cc3C)c2c1,-1,0,-2,39,4,nt,11,7
Cc1ccc(S(=O)(=O)N(C)C[C@H]2OCCCC[C@H](C)Oc3ccc(NC(=O)Nc4ccc(C(F)(F)F)cc4)cc3C(=O)N([C@H](C)CO)C[C@H]2C)cc1,6,0,0[16.7 µM],nt,3,4.9,-8,11
Cc1c(C(=O)OCC(=O)NC(=O)NC2CCCCC2)cccc1[N+](=O)[O-],nt,-3,9,-2,5,nt,0,nt
Oc1ccc(N2CCN(C(c3ccncc3)c3nnnn3C3CCCC3)CC2)cc1 (stereo not drawn),nt,-4,3,4,-7,nt,0,-1
COc1ccc(-c2c(O)c(C#N)c(-c3ccccc3)n(-c3ccc(OC)cc3)c2=O)cc1,nt,-6,97*,nt,-17,nt,6,0
CCOC(=O)c1ccc(N/C=C2\CCCCC2=O)cc1,-2,2,-11,-4,nt,nt,0,nt

# Sorted by molar mass (rising): part of the list above
SMILES,PGC1a acetyl inh,PglD DTNB,miR-122 sensor,Statin myotox sup,FN deposit inh,CFTR F508del cor,Cneo AK release,INS-1E GSIS act
CCOC(=O)c1ccc(N/C=C2\CCCCC2=O)cc1,-2,2,-11,-4,nt,nt,0,nt
Cc1ccc2nc3c(cc2c1)c(NC(=O)c1cccnc1)nn3C,-14,1,4,-11,nt,nt,-1,nt
COc1ccc2nc(C)cc(SCC(=O)Nc3c(C)cc(C)cc3C)c2c1,-1,0,-2,39,4,nt,11,7
N#Cc1c(NC(=O)c2ccc(Br)o2)n(-c2ccccc2)c2nc3ccccc3nc12,-4,-8,20,-17,5,-0.5,0,-5
COc1ccc(S(=O)(=O)N2C[C@@H](O)COC[C@@H]3O[C@@H](CC(=O)N[C@H]4CCN(Cc5ccccc5)C4)CC[C@H]32)cc1,-9,-2,-6[16.7 µM],-9,-11,1.3,-1,-4

# The listing picks up; the two compounds before the break are reprinted first.
SMILES,PGC1a acetyl inh,PglD DTNB,miR-122 sensor,Statin myotox sup,FN deposit inh,CFTR F508del cor,Cneo AK release,INS-1E GSIS act
COc1ccc(-c2c(O)c(C#N)c(-c3ccccc3)n(-c3ccc(OC)cc3)c2=O)cc1,nt,-6,97*,nt,-17,nt,6,0
CCOC(=O)c1ccc(N/C=C2\CCCCC2=O)cc1,-2,2,-11,-4,nt,nt,0,nt
COCC1CCN(C(=O)c2cc(COc3ccc(OC)c4ccccc34)on2)C1 (stereo not drawn),nt,-3,0,-8,5,0.4,-5,1
O=C(/C=C/[C@H]1O[C@@H](n2cnc3c(NC(=O)c4ccccc4)ncnc32)[C@H](O)[C@@H]1O)NCCc1c[nH]c2ccccc12,6,-2,2,4,13,3.2,-4,2
CCC(C(=O)Nc1ccccc1Cl)n1nc(C)c2c(C)n(-c3ccccc3)nc2c1=O (stereo not drawn),-12,3,9,19,3,-1.1,1,-25
CCC(C)c1c(O)nc(SCC(=O)N2CCOCC2)[nH]c1=O (stereo not drawn),nt,0,5,-7,nt,nt,0,nt
CSc1nc2nc3c(cc2c(=O)n1-c1ccccc1)COC(C)(C)C3,4,nt,-5,-2,8,-1.3,nt,0
COc1ccccc1Nc1nc(Cl)nc(NC(C)(C)C)n1,-4,nt,nt,nt,3,0.4,nt,0
COc1cc(C)c(S(=O)(=O)NOCc2ccccc2)c(C)c1C,-31,-4,84,-24,-1,1.4,0,-25
O=C(CNCc1ccc(F)cc1)Nc1ccccc1-c1ccccc1,-14,0,-3,nt,-1,-1.0,0,-32
C#CC[N+]1(CC#Cc2ccccc2)CCCCC1,-8,nt,nt,nt,2,2.6,nt,10
C/C=C/C=C/C(=O)[C@@H]1[C@@H]([C@]2(C)OC(=O)C(C)=C2O)[C@H]2/C(=C(O)/C=C/C=C/C)C(=O)[C@]1(C)C(=O)C2(C)O (stereo partly drawn),-6,-4,-1,-3,nt,-2.5,0,-17
CCn1c(=O)c(=O)[nH]c2c(=O)oc3ccc(S(=O)(=O)Nc4ccc(OC)cc4)cc3c21,nt,6,nt,5,-1,-2.5,1,-23
CCSc1nc2c(c(=O)[nH]c(=O)n2C)n1Cc1ccc(Cl)cc1,4,nt,3,12,nt,nt,4,nt
COc1ccccc1S(=O)(=O)N[C@H]1CC[C@@H](CC(=O)N2CCCCC2)O[C@H]1CO,2,-3,nt,3,nt,-1.6,-1,7
CC(=O)N1CCc2cc(S(=O)(=O)NCc3ccc(C)cc3)ccc21,-5,-4,7,-18,-1,-1.1,-5,1
O=C(c1cc(-c2ccccc2Cl)on1)N1CCCC1,nt,-1,-2,-18,-2,0.0,-3,-1
C[C@@H]1CN([C@@H](C)CO)C(=O)c2cc(NS(C)(=O)=O)ccc2O[C@H]1CN(C)Cc1ccc(C(=O)O)cc1,-1,1,-2[16.7 µM],53,nt,-1.2,1,11
CCOc1ccc(S(=O)(=O)Nc2nc3ccc(OC)cc3s2)cc1,43,-3,6,4,nt,nt,-1,13
CO[C@H]1CN(C)C(=O)c2cc(NC(=O)c3ccccc3F)ccc2OC[C@@H](C)N(C)C[C@H]1C,-8,1,-4[16.7 µM],-13,-1,-1.4,0,-4
CCOc1ccc(OCC(=O)Nc2ccc(S(N)(=O)=O)cc2)cc1,15,nt,nt,nt,-2,0.4,nt,21
CC(C)c1nc(CNC(=O)CC2C(=O)NCCN2Cc2ccccc2)cs1 (stereo not drawn),-3,3,1,-2,4,-2.3,0,-6
Cc1ccc(NS(=O)(=O)c2ccc(C(C)(C)C)cc2)cn1,-23,3,24,-2,-6,1.3,1,12
CCCOc1ccc(C(=O)CCC(=O)OCC(=O)N(C)c2c(N)n(Cc3ccccc3)c(=O)[nH]c2=O)cc1,4,-1,-1,0,6,-1.2,0,4
O=C(COc1ccc([N+](=O)[O-])cc1Cl)NCCc1ccccc1,-15,0,1,nt,0,nt,-7,-4
C[C@H]1CCCCO[C@H](CN(C)S(=O)(=O)c2ccc(F)cc2)[C@@H](C)CN([C@@H](C)CO)C(=O)c2cc(NS(C)(=O)=O)ccc2O1,-1,1,11[16.7 µM],15,nt,1.1,-8,9
N#C/C(=C\c1ccccc1C(=O)O)c1nc2ccccc2[nH]1,-7,7,14,16,-4,1.4,-1,-5
COc1ccc(-c2coc3cc(O[C@@H]4O[C@H](CO)[C@@H](O)[C@H](O)[C@H]4O)ccc3c2=O)cc1,nt,-1,nt,-6,-2,-2.3,-7,-2
O=C(C[C@H]1C=C[C@@H](NC(=O)c2cccc(F)c2)[C@H](CO)O1)NCc1ccccc1,-3,0,11[16.7 µM],3,1,-2.9,50,-12
COC(=O)N1[C@H](C)C=C[C@]1(Cc1ccccc1)C(=O)OC,nt,3,nt,9,8,-0.8,7,-1
C[C@@H]1CN([C@H](C)CO)C(=O)c2cc(NC(=O)Nc3cccc4ccccc34)ccc2O[C@@H](C)CCCCO[C@H]1CN(C)Cc1ccncc1,-1,1,-3[16.7 µM],nt,nt,3.3,6,-15
O=C(Nc1cccnc1)c1ccc(N2CCCC2)c([N+](=O)[O-])c1,4,3,0,-10,9,-0.3,0,-1

# Part of the list above, as labelled records:
> C[C@@H]1CN([C@@H](C)CO)C(=O)c2cc(NS(C)(=O)=O)ccc2O[C@H]1CN(C)Cc1ccc(C(=O)O)cc1
  PGC1a acetyl inh: -1; PglD DTNB: 1; miR-122 sensor: -2[16.7 µM]; Statin myotox sup: 53; FN deposit inh: nt; CFTR F508del cor: -1.2; Cneo AK release: 1; INS-1E GSIS act: 11
> CCOc1ccc(S(=O)(=O)Nc2nc3ccc(OC)cc3s2)cc1
  PGC1a acetyl inh: 43; PglD DTNB: -3; miR-122 sensor: 6; Statin myotox sup: 4; FN deposit inh: nt; CFTR F508del cor: nt; Cneo AK release: -1; INS-1E GSIS act: 13
> CO[C@H]1CN(C)C(=O)c2cc(NC(=O)c3ccccc3F)ccc2OC[C@@H](C)N(C)C[C@H]1C
  PGC1a acetyl inh: -8; PglD DTNB: 1; miR-122 sensor: -4[16.7 µM]; Statin myotox sup: -13; FN deposit inh: -1; CFTR F508del cor: -1.4; Cneo AK release: 0; INS-1E GSIS act: -4

# (cont.)
SMILES,PGC1a acetyl inh,PglD DTNB,miR-122 sensor,Statin myotox sup,FN deposit inh,CFTR F508del cor,Cneo AK release,INS-1E GSIS act
Cc1cc(OCC(=O)Nc2sc3c(c2C#N)CC(C)(C)NC3(C)C)c(C(C)C)cc1Cl,0,-4,-8,-25,-8,5.2,2,-3
O=C(COC(=O)C1C2CC3OC(=O)C1C3C2)Nc1ccc(Br)cc1 (stereo not drawn),6,-2,-4,5,11,-1.4,2,9
C[C@@H](CSc1ccccc1)CN1CC[C@H](O)CCC1=O,-22,1,-2,-1,-10,2.5,1,2
C/C(=N\Nc1nc2ccccc2nc1C)c1ccccc1O,0,-7,nt,nt,-4,6.8,0,-2
COc1ccccc1Cn1c(=S)[nH]c2ccc(F)cc2c1=O,-3,-1,8,3,3,-0.9,3,-3
CC1(C(=O)NCCc2ccccc2)Cc2c(-c3cccc(C(F)(F)F)c3)ccnc2O1 (stereo not drawn),nt,4,nt,-39,0,1.0,12,-5
COc1cccc(-c2ccc(C#N)c(OC(=O)c3ccc(Cl)cc3)n2)c1,nt,-6,nt,2,nt,nt,0,25

# This is a random part of the collection. About 2.1% of those tested had a hit in this group.
